Bioassay records as filed in PubChem.
Pin1 inhibitor – human Pin1 inhibition; Pin1 FP peptide displacement, HiFluor488, 10 min; Potency, µM (doses to about 115 µM), for the others: top-dose activity, negative = inhibition, usual class: inhibitors; 390,000 compounds, 0.009% hits; active = well fitted inhibition curve with a large enough effect in the polarisation, with a control signal flat, not every such curve was filed as active; inconclusive = small, poorly fitted or top-dose-only effect, or effect the other way, or a change in a side signal; inactive = no such curve, though single readings can be large or run the other way; the % refers to the polarisation; note: potency is the fitted concentration of half-maximal effect; % is set by controls: 0 for no effect and ±100 for the full control effect
GLS inh – glutaminase GLS (human) inhibition; O94925; GLS enzymatic activity, qHTS titration; Potency, µM (doses to about 45.5 µM), without a hit: top-dose activity change, negative = inhibition, most hits filed as inhibitors; 410,000 compounds, 0.21% hits; note: potency is the fitted concentration of half-maximal effect; % is set by controls: 0 for no effect and ±100 for the full control effect
Target sequence (O94925 whole entry, looked up): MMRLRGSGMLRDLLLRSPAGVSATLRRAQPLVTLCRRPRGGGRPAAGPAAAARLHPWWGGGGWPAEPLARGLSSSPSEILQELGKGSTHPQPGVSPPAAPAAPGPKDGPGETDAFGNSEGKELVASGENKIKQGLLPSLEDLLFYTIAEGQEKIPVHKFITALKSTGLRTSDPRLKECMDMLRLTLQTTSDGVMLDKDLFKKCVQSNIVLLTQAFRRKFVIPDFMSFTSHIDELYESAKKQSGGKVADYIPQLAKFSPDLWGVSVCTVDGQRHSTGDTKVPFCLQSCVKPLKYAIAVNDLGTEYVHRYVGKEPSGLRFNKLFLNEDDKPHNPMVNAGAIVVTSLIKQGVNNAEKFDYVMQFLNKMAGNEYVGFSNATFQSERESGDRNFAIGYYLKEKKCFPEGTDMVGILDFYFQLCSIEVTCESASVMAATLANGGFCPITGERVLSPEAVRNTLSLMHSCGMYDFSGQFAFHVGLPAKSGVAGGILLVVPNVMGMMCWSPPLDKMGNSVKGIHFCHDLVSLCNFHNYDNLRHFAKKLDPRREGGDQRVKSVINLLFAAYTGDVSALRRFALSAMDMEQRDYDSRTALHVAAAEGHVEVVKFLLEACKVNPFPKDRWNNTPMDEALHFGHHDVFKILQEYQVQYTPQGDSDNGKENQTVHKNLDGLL
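Compounds were pin-transferred onto hKGA, after which L-glutamine (1 mM solution) and a detection mix of glutamate oxidase, HRP and Amplex Red were added. Initial and 30 min RT fluorescence reads were collected.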
HP1b chromo inh – HP1-beta chromodomain-methylated histone interaction inhibition. Potency, µM (series often up to 114 µM), inactives show at the top dose activity change, negative = inhibition, most hits filed as inhibitors. P83916. AlphaScreen HP1-beta / biotin-H3K9me3 peptide binding. 390,000 compounds, 0.56% hits. AID 540317; note: potency is the fitted concentration of half-maximal effect; nearly all actives have a fitted effect of over 70% in size; inactives centre near 23
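AlphaScreen: HP1-beta (50 nM) preformed 30 min with biotin-H3(1-18)K9me3 peptide (50 nM) in PBS pH 7.4, 0.01% Tween-20. Compound added for 30 min at RT, then streptavidin donor/nickel chelate acceptor beads (10 ug/mL) for 30 min.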
PGK inhibitor – T. brucei PGK inhibition; P07378; PGK/GAPDH coupled, Kinase-Glo luminescence, 60 min; Potency, µM (series often up to 57.5 µM), inactives show top-dose activity change, negative = inhibition, most hits filed as inhibitors; 380,000 compounds, 0.043% hits; AID 602233; note: potency is the fitted concentration of half-maximal effect; % is set by controls: 0 for no effect and ±100 for the full control effect; nearly all actives have a fitted effect of over 60% in size
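Recombinant glycosomal PGK reaction used 1,3-bisphosphoglycerate generated in-well by GAPDH (100nM final) in 100mM TEA pH 7.6, 5mM MgCl2, 0.01% Tween-20. After 60 minutes at room temperature, ATP was read by Kinase-Glo Plus luminescence end-point.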
PI4K2A inh – PI4K2A (human) kinase inhibition. 420,000 compounds, 0.13% hits. purified PI4K2A, ADP-Glo luminescence, 1 h; active compounds read low. AID 1346378. activity change, negative = inhibition, % at 76.9 µM. Q9BTU6; in the data active = activity change below about -50%; inconclusive = mostly about -30% to -49%;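 note: -100% = wells without enzyme as full effect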
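In this quantitative HTS, ADP production by PI4K2A was quantified luminescently after 1 h at ambient temperature; 100 microM adenosine served as plate-quality control.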
JMJD2A Tudor – blocks the human JMJD2A Tudor domain | AlphaScreen JMJD2A-Tudor / H3K4me3 peptide binding | Potency, µM (highest dose often 114 µM), without a hit: top-dose activity change, negative = inhibition, most hits filed as inhibitors | 390,000 compounds, 4.4% hits; note: potency is the fitted concentration of half-maximal effect; % is set by controls: 0 for no effect and ±100 for the full control effect; nearly all actives have a fitted effect of over 50% in size
BAZ2B block – inhibitors of human BAZ2B bromodomain | AID 504333 | 360,000 compounds, 4.4% hits | AlphaScreen BAZ2B-H3K14Ac peptide displacement | Q9UIF8 | Potency, µM (doses to about 114 µM), for inactives: at the highest dose activity change, negative = inhibition, actives largely listed as inhibitors; note: potency is the fitted concentration of half-maximal effect; % is set by controls: 0 for no effect and ±100 for the full control effect; nearly all actives have a fitted effect of over 60% in size
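AlphaScreen displacement of biotin-H3(5-23)K14Ac peptide (50 nM final) from BAZ2B (50 nM final) in PBS pH 7.4, 0.01% Tween-20; complex preformed 30 min RT, then compounds (top 110 uM) 30 min RT, beads 20 min dark.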
G9a inh – G9a (human) methyltransferase inhibition | G9a H3K9 monomethylation, AlphaScreen, 2 h | Potency, µM (highest dose often 102 µM), inactives show top-dose activity, negative = inhibition, hits mostly inhibitors | 350,000 compounds, 8.8% hits; note: potency is the fitted concentration of half-maximal effect; % is set by controls: 0 for no effect and ±100 for the full control effect; nearly all actives have a fitted effect of over 75% in size
Target sequence (Q96KQ7 913-1193 limits assumed): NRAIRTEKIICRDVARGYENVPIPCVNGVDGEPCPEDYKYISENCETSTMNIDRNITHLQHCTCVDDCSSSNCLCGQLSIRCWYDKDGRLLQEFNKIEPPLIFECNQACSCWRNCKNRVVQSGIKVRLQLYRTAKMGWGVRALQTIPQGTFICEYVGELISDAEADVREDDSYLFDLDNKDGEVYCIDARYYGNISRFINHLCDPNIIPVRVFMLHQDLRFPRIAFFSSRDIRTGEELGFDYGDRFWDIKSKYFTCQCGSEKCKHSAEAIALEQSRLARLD
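Methyltransferase reactions run at room temperature for 2 h (20 nM enzyme, 500 nM biotin-H3K9 peptide, 20 uM SAM) after a 15 min compound preincubation; product detected by AlphaScreen beads and anti-H3K9me1 antibody.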
ERG Ets-DNA blk – ERG Ets/DNA interaction inhibition | P11308 | fluorescence polarization, His-ERG Ets domain / labelled DNA | Potency, µM (highest dose often 76.9 µM), inactives show top-dose FP activity, negative = inhibition, hits mostly inhibitors | 370,000 compounds, 0.028% hits; active = well fitted inhibition curve with a large enough effect in the polarisation, with a control signal flat; inconclusive = small, poorly fitted or top-dose-only effect, or effect the other way, or a change in a side signal; inactive = no such curve, though single readings can be large or run the other way; the % refers to the polarisation;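 note: polarization taken with two DNA probes labelled with fluorescein and Texas red; potency is the fitted concentration of half-maximal effect; % of control where 0% means no effect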
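His-tagged ERG Ets domain (1 uM in the protein solution; 300mM KCl, 50mM Tris-HCl, 1mM EDTA, 1mM DTT, pH 7.5) received compound, then a probe mix of 5 nM fluorescein-DNA and 100nM Texas-615-DNA. Fluorescence polarization was read for both dyes.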
Starred values were filed as active, the others as inactive; i = inactive; ? = inconclusive; . = not tested or not shown; [ ] = another dose, or the depositor's remark. Unless noted, calls come from the whole dose curve; as a rule, active = well fitted curve in the direction sought with a large enough effect; inconclusive = small, poorly fitted or top-dose-only effect, or another doubt; inactive = no such curve, though single readings can be large; an effect the other way counts as inactive or inconclusive.

SMILES	Pin1 inhibitor	GLS inh	HP1b chromo inh	PGK inhibitor	PI4K2A inh	JMJD2A Tudor	BAZ2B block	G9a inh	ERG Ets-DNA blk
Cc1ccc2nsnc2c1S(=O)(=O)N(Cc1ccco1)Cc1cc2ccc(C)c(C)c2[nH]c1=O	-2%	1%	19%	-8%	-3	-19%	-32%	?	-6%
COc1ccc(OC)c(NS(=O)(=O)c2ccc(Br)s2)c1	0%	4%	14%	-7%	-3	-22%	-4%	-11%	4%
CCC(C)NC(=O)CSc1nc2ccccc2c(=O)n1CCCC(=O)NCC1CCCO1 (stereo unspecified)	-1%	-3%	34%	-2%	3	-10%	5%	-5%	1%
Cc1cccc(OCC(=O)Nc2ccc(C(=O)OCc3cc(=O)n4nc(C5CC5)sc4n3)cc2)c1	0%	6%	25%	-3%	2	-1%	-1%	0%[12.7 µM]	1%
CCC(=O)c1cn(CC(=O)Nc2ccc(C)cc2C)c2ccccc12	4%	-5%	32%	-3%	2	-14%	-5%	3%[0.501 µM]	3%
CCOC(=O)c1cc2c(=O)c3ccccc3oc2nc1C	3%	-2%	39%[activator]	.	-5	-4%	-2%	13%	-6%
Cc1ccc(S(=O)(=O)NCc2nc(-c3ccccc3)no2)cc1	-6%	2%	19%	-10%	3	-18%	-14%	.	16%
CCCCOc1ccc(-c2nn(-c3ccccc3)cc2C2NC(=O)NC(C)=C2C(=O)OCC)cc1 (stereo unspecified)	13%	1%	22%	-1%	-1	-21%	-16%	?	-5%
C=C(C)Cn1c(CCNC(=O)c2ccco2)nc2ccccc21	-6%	-14%	6%	-5%	0	-13%	-1%	-7%[59 µM]	-2%
O=C(OCC(=O)N1CCN(C(=O)c2ccco2)CC1)c1sc2ccccc2c1Cl	3%	2%	17%	.	2	-26%	-6%	-23%	.
Cc1cc(C)c2nc(-c3ccncc3)cc(C(=O)N3CCN(Cc4ccccc4Cl)CC3)c2c1	22%	-6%	3%	-8%	-8	?	?	?	-7%
O=C(CSc1n[nH]c(-c2ccc(F)cc2)n1)NCCc1ccccc1	0%	5%	17%[57 µM]	7%	2	-21%	10%	8%[59 µM]	2%
COc1cccc(/C=N/NC(=O)c2cc3c(OC)cccc3[nH]2)c1O	38%[activator]	?	61%[activator]	1%	-4	?	-36%	42%[activator][59 µM]	-1%
COC(=O)c1cccc(-n2nnnc2SCC(=O)Nc2cc(C)on2)c1	-1%	5%	14%	3%	3	-2%	9%	32%	1%
COC(=O)c1cc(C(=O)OC)cc(-n2c(C)cc(C=O)c2C)c1	-1%	-2%	16%	-7%	1	-15%[57.1 µM]	-21%	11%[0.0925 µM]	-15%
COc1ccc(Cl)cc1NC(=O)CN1C(=O)NC2(CCCC2)C1=O	-10%	-1%	58%[activator]	-4%	3	-17%	-2%	-3%	0%
COc1cc(/C=N/NC(=O)CC(=O)NC2CCCCC2)ccc1O	-2%	8%	3%	5%	2	-4%	-4%	19%	1%
CC(=NNC(=O)Cn1ccc(C(F)(F)F)n1)c1ccc(-n2ccnc2)cc1	-2%	20%	18%	2%	-4	-16%	.	.	-13%
COc1ccc(N2CCN(C(=O)CNC(=O)c3nn(-c4ccc(OC)cc4)c(=O)c4ccccc34)CC2)cc1	0%	10%	-21%	i	3	-31%	-16%	?	-10%
CCOC(=O)C1(C)NC(c2ccco2)C2C(=O)N(c3ccc(C)cc3)C(=O)C21 (stereo unspecified)	0%	16%	40%[activator]	7%	-4	-10%	-4%	-40%[59 µM]	-1%
NC(=O)c1c(NC(=O)C2c3ccccc3Oc3ccccc32)sc2c1CCCCC2	43%[activator]	4%	-4%	-6%	-11	?	?	7%[59 µM]	28%
O=C(Nc1c(-c2ccccc2)nc2sccn12)c1ccccc1	-5%	-9%	-6%	-2%	2	-22%	0%	-42%[2.33 µM]	2%
CC(=O)N1CCN(c2nc(-c3ccco3)c3c(c2C#N)CC(C)(C)SC3)CC1	0%	-18%	33%	-9%	-4	-15%[11.4 µM]	-7%	-18%[59 µM]	-13%
Cc1cccc(NS(=O)(=O)c2ccc(C)c(C(N)=O)c2)c1	-1%	1%	47%[activator]	i	-3	-1%	-2%	-3%	-1%
CSc1nc2nc(-c3cccs3)cc(C(F)(F)F)c2c(=O)[nH]1	1%	-3%	6%	i	0	-10%	4%	-3%	-2%

New compounds follow.
SMILES	Pin1 inhibitor	GLS inh	HP1b chromo inh	PGK inhibitor	PI4K2A inh	JMJD2A Tudor	BAZ2B block	G9a inh	ERG Ets-DNA blk
Cc1cc2c(c(N3CCOCC3)n1)C(=O)OC2	-12%	-1%	22%	i	0	5%	5%	-48%	-12%
O=C1OCCC1Sc1nnc(-c2ccc(Cl)cc2Cl)o1 (stereo unspecified)	1%	5%	40%[activator]	2%	5	-14%	-3%	.	62%[activator]
c1ccc(-c2ccc(-c3cn4c(n3)CCC4)cc2)cc1	-1%	-12%	10%	-4%	-12	-21%[11.4 µM]	?	?	2%
Fc1ccc(NC(=S)N/N=C/c2cccc(Br)c2)c(F)c1	?	26%	7%	0%	0	-10%	2%	32%[59 µM]	-6%
Cc1ccc(NC(=S)N(CCN2CCCCC2)Cc2ccco2)cc1C	6%	12%	1%	-17%	-9	?	-23%	?	-6%
CCOC(=O)c1[nH]ncc1CN1CCc2ccc(NC(=O)C3CCCO3)cc2C1 (stereo unspecified)	0%	1%	37%	-13%	1	-3%	0%	?	-21%
CC(C)OCCCn1c(SCc2ccccc2Cl)nc2c(sc3ccccc32)c1=O	14%	21%	154%[activator]	-10%	-4	4%	-1%	-1%[59 µM]	8%
O=C1CCCN1CCC(=O)N1CCCC(Nc2ccc(F)c(F)c2)C1 (stereo unspecified)	-13%	1%	10%[57 µM]	-3%	5	-16%	-16%	28%	-2%
O=C(CCc1nc2sc3c(c2c(=O)[nH]1)CCCC3)NCC(=O)Nc1ccccc1Br	94%[activator]	-5%	18%	-6%	-5	-22%	?	-5%[12.7 µM]	.
Cc1ccc(C)c(NS(=O)(=O)c2ccc(OCC(=O)NCc3cccnc3)cc2)c1	-1%	11%	14%	-6%	-3	-4%	-2%	-6%	-4%
COCC(=O)Nc1sc2c(c1C(=O)OC)C(C(=O)OC)CC2 (stereo unspecified)	0%	-3%	29%	4%	2	-1%	-5%	5%[12.7 µM]	1%
CC(OC(=O)c1cc2sccc2n1C)C(=O)NCCc1ccccc1 (stereo unspecified)	0%	7%	16%	1%	2	-24%	6%	20%	.
CC(Cc1ccccn1)NC(=O)c1ccc(OC2CCN(Cc3ccccn3)CC2)cc1 (stereo unspecified)	-15%	18%	24%	9%	0	-10%	-31%	.	-2%
CCc1ccc(N2CC(C(=O)OCC(=O)NC3CCS(=O)(=O)C3)CC2=O)cc1 (stereo unspecified)	0%	3%	55%[activator]	i	6	-10%[57.1 µM]	0%	?	3%
Cn1ccnc1Sc1nnnn1-c1ccccc1	1%	3%	40%[activator]	-4%	-3	37%[activator]	-2%	-23%[59 µM]	9%
CC(=O)c1cccc(NC(=O)[C@@H](NC(N)=O)C(C)C)c1	-4%	0%	23%	8%	-5	-12%	-14%	-2%	0%
CCN(CC)C(=O)Cn1c(=O)n(-c2ccc(Cl)cc2)c(=O)c2c3c(sc21)CCCCC3	-1%	8%	23%	-5%	0	-9%	-2%	8%[59 µM]	-1%
COCCCNC(=S)N1CCN(c2nc(-c3ccccc3)cs2)CC1	-1%	4%	-5%	6%	4	-31%	?	.	10%
NC(=S)N/N=C/c1ccc([N+](=O)[O-])cc1	-5%	7%	36%	-7%	-13	-17%	-17%	1%	-4%
COc1ccccc1C(=O)NCCC(=O)Nc1ccncc1	-2%	-1%	4%	-3%	-1	-6%	1%	9%	-4%
O=C(CSc1ncn[nH]1)NCCC(c1ccccc1)c1ccccc1	-7%	0%	49%[activator]	-4%	-5	-3%	-4%	.	-7%
Cc1cc(OC(C)C(=O)NCCCn2ccnc2)c2c(C)cc(=O)oc2c1 (stereo unspecified)	-1%	-3%	28%	-2%	-5	-10%	-2%	23%	-1%
COc1ccc(S(=O)(=O)N2CCN(Cc3ccccc3)CC2)cc1	-2%	4%	10%	0%	1	-12%	11%	0%[59 µM]	-2%
O=C(NCc1ccco1)C1CCCN(S(=O)(=O)c2cccc3cccnc23)C1 (stereo unspecified)	-5%	2%	30%	i	-10	-12%	2%	?	-2%
O=C(c1nn2c(C(F)(F)F)cc(-c3cccs3)nc2c1Cl)N1CCCc2ccccc21	?	-4%	82%[activator]	i	2	-3%[57.1 µM]	-3%	-7%[59 µM]	4%
Brc1cccc(-c2nnc(SCc3nc4ccccc4[nH]3)o2)c1	12%	4%	18%	0%	-24	-17%	16%	5%[2.33 µM]	2%
O=S(=O)(NC1C2CC3CC(C2)CC1C3)c1ccc(F)cc1 (stereo unspecified)	4%	4%	39%[activator]	-3%	3	-13%	14%	4%[0.501 µM]	5%
O=C(CC1C[C@H](C(=O)N2CCOCC2)[C@@]2(CCC3CCCC3)c3[nH]c4ccccc4c3CCN2C1=O)NCCN1CCOCC1 (stereo partly specified)	1%	-6%	30%	i	5	-7%	.	.	-12%
CCN(CC)c1ccc(NC(=O)C2CCCN(S(=O)(=O)c3ccc4c(c3)oc(=O)n4C)C2)c(C)c1 (stereo unspecified)	-9%	26%	12%	7%	2	?	-14%	?	3%
